TrxR1 substrate – qHTS Assay for Substrates of Mammalian Selenoprotein Thioredoxin Reductase 1 (TrxR1): qHTS; Potency, µM (top dose mostly 114 µM), inactives show top-dose activity change, negative = substrate turnover; 0.01% of 390,000 active; AID 588456, 2011; purified TrxR1 substrate turnover, NADPH consumption readout; further: potency means the concentration at half of the fitted maximal effect; on the % scale 0 is the no-effect control and ±100 the full control effect; nearly all actives have a fitted effect of over 50% in size
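Rat TrxR1, dispensed at 90 nM, was prereduced with 400 uM NADPH (final) for 5 min at ~22 deg C, then incubated with compound 15 min before 400 uM selenite. A first-read NADPH fluorescence drop versus no-compound background flagged substrates.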
TRHR PAM – qHTS for Small Molecule Agonists and Allosteric Enhancers of Human TRH Receptor: Primary Screen for Enhancers; AID 493056, 2011; enhancement, % at 2 µM; 0.66% of 360,000 active; TRHR cells, fluo-8 calcium fluorescence, EC20 TRH enhancement; Thyrotropin-releasing hormone receptor (Homo sapiens), P34981; in the data active means enhancement above about 30%; further: 0% is about no effect
Target sequence (P34981 whole entry, looked up): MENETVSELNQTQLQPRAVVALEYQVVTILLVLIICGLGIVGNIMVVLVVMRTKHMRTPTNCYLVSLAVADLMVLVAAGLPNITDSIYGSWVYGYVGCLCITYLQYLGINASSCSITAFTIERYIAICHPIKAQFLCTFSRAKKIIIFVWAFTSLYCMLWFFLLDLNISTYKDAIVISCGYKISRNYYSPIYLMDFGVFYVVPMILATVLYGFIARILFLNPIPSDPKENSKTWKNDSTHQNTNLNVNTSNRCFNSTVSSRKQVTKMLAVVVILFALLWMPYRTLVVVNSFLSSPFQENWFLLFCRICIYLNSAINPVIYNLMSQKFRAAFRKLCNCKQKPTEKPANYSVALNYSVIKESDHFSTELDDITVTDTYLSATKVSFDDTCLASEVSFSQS
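Enhancer read-out: after compound pinning and an initial kinetic agonist-mode read, an EC20 of TRH (10 nM final) was injected and fluo-8 calcium signal (Ex 480/Em 530) followed at 1 s/cycle for 100 cycles in TRHR-expressing cells.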
PI4K2A inh – qHTS for small molecular inhibitors of PI4K2A; activity change, negative = inhibition, % at 76.9 µM; purified PI4K2A, ADP-Glo luminescence, 1 h; active compounds read low; Phosphatidylinositol 4-kinase type 2-alpha (Homo sapiens), Q9BTU6; AID 1346378, 2018; 0.13% of 420,000 active; in the data active means activity change below about -50%; inconclusive means mostly about -30% to -49%;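 further: -100% = wells without enzyme as full effect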
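ADP-Glo luminescence measured ADP generated by PI4K2A enzyme (4 ug/mL before mixing) with 1.2 mM PI substrate (pre-mix) and 300 microM ATP (pre-mix). Tris pH7.5 buffer with MgCl2, Triton X-100; 1 h reaction at ambient temperature.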
USP1-UAF1 inh – Inhibitors of USP1/UAF1: Primary Screen. recombinant USP1/UAF1, Ub-Rhodamine cleavage fluorescence. Potency, µM (top dose mostly 57.1 µM), for inactives: at the highest dose activity change, negative = inhibition, hits mostly inhibitors. 0.23% of 390,000 active. AID 743255, 2014; further: potency means the concentration at half of the fitted maximal effect; on the % scale 0 is the no-effect control and ±100 the full control effect; nearly all actives have a fitted effect of over 60% in size; inactives centre near -12
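USP1/UAF1 complex at 1 nM was preincubated with compound for 15 min at room temperature, then Ub-Rho substrate (150nM final) was added. Fluorescence (480/540 nm) was read kinetically, 6 reads every 60 seconds.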
TrxR1 inh – qHTS Assay for Inhibitors of Mammalian Selenoprotein Thioredoxin Reductase 1 (TrxR1): qHTS. Thioredoxin reductase 1, cytoplasmic (Rattus norvegicus), O89049. 1% of 390,000 active. recombinant rTrxR1, NADPH fluorescence consumption, selenite substrate. Potency, µM (top dose mostly 114 µM), inactives show top-dose activity change, negative = inhibition, usual class: inhibitors; further: potency means the concentration at half of the fitted maximal effect; on the % scale 0 is the no-effect control and ±100 the full control effect; nearly all actives have a fitted effect of over 65% in size
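Rat TrxR1 (90 nM in the dispensed reagent) was pre-reduced with 400 uM NADPH for 5 min at room temperature, then incubated with compound for 15 min. After 400 uM selenite was added, NADPH fluorescence (Ex 340/Em 450 nm) was followed for 8 min.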
D2 agonist – HTS Assay for Allosteric Agonists of the Human D2 Dopamine Receptor: Primary Screen for Agonists; D(2) dopamine receptor (Homo sapiens), P14416; HEK293 T-REx D2 cells, calcium flux agonist mode; activation, % at 2 µM; 0.53% of 340,000 active; AID 485358, 2010;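 active means activation over 3 SD above normal in the single-dose calcium agonist read, cut at about 30% in these data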; further: 0% is about no effect
Target sequence (P14416 whole entry, looked up): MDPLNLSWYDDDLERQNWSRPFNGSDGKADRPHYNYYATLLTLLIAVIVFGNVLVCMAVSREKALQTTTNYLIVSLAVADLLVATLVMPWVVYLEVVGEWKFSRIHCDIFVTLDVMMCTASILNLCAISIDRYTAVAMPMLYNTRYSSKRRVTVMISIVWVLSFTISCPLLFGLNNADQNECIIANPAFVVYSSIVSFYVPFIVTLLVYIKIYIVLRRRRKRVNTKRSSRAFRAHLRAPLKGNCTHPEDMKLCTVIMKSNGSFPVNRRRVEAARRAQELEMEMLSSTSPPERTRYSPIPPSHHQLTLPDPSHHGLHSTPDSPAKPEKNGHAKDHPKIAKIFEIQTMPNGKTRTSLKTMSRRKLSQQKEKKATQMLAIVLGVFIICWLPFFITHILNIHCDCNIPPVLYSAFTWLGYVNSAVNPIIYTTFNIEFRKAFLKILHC
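HEK293 Trex D2 cells, tetracycline-induced, o/n 30 C 5% CO2; no-wash Ca dye, RT 30–90 min; 10-cycle baseline, 23 nl cpd added, kinetic Ca read 180 s; agonist hits = positive Ca response.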
TRHR agonist – qHTS for Small Molecule Agonists and Allosteric Enhancers of Human TRH Receptor: Primary Screen for Agonists; Thyrotropin-releasing hormone receptor (Homo sapiens), P34981; TRHR cells, calcium flux fluo-8, FDSS agonist mode; activation, % at 2 µM; 0.18% of 360,000 active; in the data active means activation above about 30%; further: 0% is about no effect
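Agonist-mode FDSS calcium read (Ex 480/Em 530, 1 s cycles) in 1536-well TRHR cells with fluo-8 dye, after 10-cycle baseline and 23 nL compound addition; TRH at EC20 (10 nM final) added afterwards for the enhancer phase.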
D2 antagonist – HTS Assay for Allosteric Antagonists of the Human D2 Dopamine Receptor: Primary Screen for Antagonists; D(2) dopamine receptor (Homo sapiens), P14416; HEK293 TREx D2 cells, calcium flux, dopamine EC80; inhibition, % at 10 µM; 2% of 340,000 active; in the data active means inhibition above about 30%; further: 0% is about no effect
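Antagonism is scored as inhibition of an EC80 dopamine-evoked calcium signal in a force-coupled, tetracycline-inducible HEK293 T-REx D2 line, with compound present 180 s before agonist.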
IDH1 R132H inh – qHTS for Inhibitors of mutant isocitrate dehydrogenase 1 (IDH1): qHTS; 0.093% of 390,000 active; AID 602179, 2012; Potency, µM (highest dose often 76.6 µM), without a hit: at the highest dose activity change, negative = inhibition, actives largely listed as inhibitors; IDH1-R132H enzyme, NADPH consumption, diaphorase/resazurin fluorescence; Isocitrate dehydrogenase [NADP] cytoplasmic (Homo sapiens), O75874; further: potency means the concentration at half of the fitted maximal effect; on the % scale 0 is the no-effect control and ±100 the full control effect; nearly all actives have a fitted effect of over 65% in size
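IDH1-R132H (0.5 ug/mL dispensed) in pH 7.5 Tris buffer was preincubated 30 min with compound, then given a substrate mix of 0.016 mM NADPH and 2 mM alpha-KG for 80 min at room temperature; remaining NADPH was read by diaphorase/resazurin fluorescence.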
Numbers without * were called inactive; ? = inconclusive; nt = not tested or not shown; & = joins results of further samples; [ ] = remark or other dose. Unless noted, the call rests on the fitted dose curve; in most records, active means well fitted inhibition curve with a large enough effect; inconclusive means small, poorly fitted or top-dose-only effect; inactive means no such curve, though single readings can be large or run the other way.

smiles	TrxR1 inh	TrxR1 substrate	IDH1 R132H inh	TRHR agonist	PI4K2A inh	D2 agonist	D2 antagonist	TRHR PAM	USP1-UAF1 inh
Oc1ccc(CC2(N3CCCC3)CCCCC2)cc1	16%	-1%	-9%	0.5	2	1.7	-10	2	-9%
c1ccc(-c2ccc(-c3n(-c4ccccn4)c4ccccc4[n+]3-c3ccccn3)cc2)cc1	-9%[57.1 µM]	43%[activator][57.1 µM]	-13%	-0.1	-4	1.7	1	4	-27%
COc1ccc(OC)c(N2C(=O)NC(=O)/C(=C\c3ccc([N+](=O)[O-])s3)C2=O)c1	?	-9%[57.1 µM]	13%	1.5	-21	2.7	-10	-8	?
CCN(CC)C(=O)c1ccc(NC(=O)C2=C(C)OCCS2)cc1	-4%	-6%	0%	-0.3	-10	0.5	12	3	-21%
CCCCn1c(O)c(C(CC)=Nc2ccc(OC)cc2OC)c(=O)[nH]c1=O	-2%	-6%	8%	6.8	1	0.0	6	2	-14%
O=C1NC(=O)N(c2cccc(F)c2)C(=O)/C1=C/c1ccc(N2CCOCC2)cc1	?	-5%	2%	0.2	-2	0.9	7	-6	2%
CN(C)c1ccc(/C=C2/C(=O)NC(=O)N(Cc3ccco3)C2=O)cc1	50µM*	-15%	-1%	0.6	-14	0.5	4	-6	-20%
COC(=O)C1=C(c2ccc(F)cc2OCc2ccccc2)C[C@@H]2CC[C@H]1N2C(=O)NCCCOC(C)C	4%	-6%	6%	-1.4	-6	-1.4	-7	-2	-8%
O=C(COc1ccccc1)N1CCN(CC(O)COc2ccccc2)CC1 (stereo unspecified)	-5%	-5%	0%	0.4	-2	0.8	-4	3	-7%
COc1cc(C=C2C(=O)NC(=O)NC2=O)cc(OC)c1OC	?	4%[0.0914 µM]	-4%	0.9	-10	-1.7	-13	9	-20%
CSc1ccc(C(=O)C2CCCN(Cc3ccn[nH]3)C2)cc1 (stereo unspecified)	10%	1%	2%	0.1	5	0.4	-14	-1	-16%
O=C(Cn1cnc2ccccc2c1=O)NCCC(=O)N1CCC2(CC1)OCCO2	9%[57.1 µM]	11%[57.1 µM]	0%	0.7	0	-1.6	-10	5	-20%
Cc1cc(N2C(=O)C3CCCN3C2c2cccc(Cl)c2)no1 (stereo unspecified)	20%[57.1 µM]	16%[57.1 µM]	3%	-0.3	-2	-0.3	12	-2	-5%
CC[C@H](C)/C=C(C)/C=C/C1=CC2=C(Cl)C(=O)[C@@](C)(OC(C)=O)C(=O)C2=CO1	?	0%[57.1 µM]	7%	nt	?	nt	nt	nt	32µM*
Cc1ccc(-n2c(O)c(C=NCc3ccco3)c(=O)[nH]c2=S)cc1C	13µM*	-2%[57.1 µM]	5%	-0.5	-10	-0.8	-8	-2	?
CC(=NCc1ccc2c(c1)OCO2)c1c(O)n(-c2ccccc2)c(=O)[nH]c1=O	-3%[57.1 µM]	1%[57.1 µM]	0%	-0.4	1	-1.3	-2	5	-16%
C=CC(=O)NCNC(=O)C=C	15%	5%	-6%	0.2	1	0.6	-2	8	-2%
C[C@]12CCC3C(CC[C@H]4[C@H](O)[C@H](O)CC[C@]34C)C1CC[C@@H]2O (stereo partly specified)	21%	1%	0%	nt	8	nt	nt	nt	4%
CC1CC2(O)c3nonc3CCC2N1O (stereo unspecified)	-20%	6%	11%	0.7	6	1.1	4	-1	-23%
CC/C(=C\C=C\[C@@H]1C=C[C@@H]2CCC[C@H]2[C@@H]1C(=O)c1ccc[nH]1)[C@@H]1O[C@@H]([C@@H](C)C(=O)O)CC[C@@H]1C	-23%	-4%	10%	10	-4	2.6	17	-11	?
CN(CCc1nnc(N)s1)[N+](=O)[O-]	2%	0%	0%	0.9	-1	2.6	48*	4	-10%
COc1ccc(-c2nc(CN3C(=O)CN=C(c4ccccc4)c4cc(Cl)ccc43)c(C)o2)cc1	19%	6%	-27%	0.2	-2	1.4	nt	23	?
COCCNC(=O)N1[C@H]2CC[C@@H]1C(C(=O)OC)=C(c1cccc(C#N)c1)C2	9%	4%	1%	-0.4	-2	-0.1	-18	5	-28%
N#CCCCCC#N	1%[57.1 µM]	0%[57.1 µM]	9%	nt	2	nt	nt	nt	-4%

Some entries already given, limited to USP1-UAF1 inh:
| Molecule | USP1-UAF1 inh |
| --- | --- |
| O=C(COc1ccccc1)N1CCN(CC(O)COc2ccccc2)CC1 (stereo unspecified) | -7% |
| CC[C@H](C)/C=C(C)/C=C/C1=CC2=C(Cl)C(=O)[C@@](C)(OC(C)=O)C(=O)C2=CO1 | 32µM* |

(more compounds)
smiles	TrxR1 inh	TrxR1 substrate	IDH1 R132H inh	TRHR agonist	PI4K2A inh	D2 agonist	D2 antagonist	TRHR PAM	USP1-UAF1 inh
C[C@@H]1CN([C@H](C)CO)C(=O)c2cc(NC(=O)Nc3ccc(C(F)(F)F)cc3)ccc2O[C@H]1CN(C)S(=O)(=O)c1cccs1	23%	-2%	-17%	nt	1	nt	nt	nt	-4%
Cc1cc(C)n2c(Br)c(CN3CC4CC(C3)c3cccc(=O)n3C4)nc2n1 (stereo unspecified)	-2%[57.1 µM]	0%[57.1 µM]	-2%	0.1	2	-0.6	-6	-1	-21%
Cc1ccc(S(=O)(=O)N2Cc3ccccc3-n3nncc3C2)cc1	13%	-3%	1%[38.3 µM]	nt	1	nt	nt	nt	-4%
C=C1C(O)(c2ccccc2)C2CC[N+]1(C)CC2 (stereo unspecified)	18%	6%	-8%	1.8	0	-0.2	6	-7	13%
Cc1ccc(S(=O)(=O)N[C@@H](CCCCN)C(=O)CCl)cc1	?	18%[57.1 µM]	11%	nt	-3&-6&1	nt	nt	nt	?
NNP(=O)(CC(=O)c1ccccc1)c1ccccc1 (stereo unspecified)	12%	7%	3%	-0.2	-5	-0.1	16	3	-15%
CCCCCn1c(=O)c(C(=O)NC(C)c2ccccc2)c(O)c2ccccc21 (stereo unspecified)	7%[57.1 µM]	5%[57.1 µM]	18%	1.2	1	1.4	2	-3	1%
CCOC(=O)c1c(-n2c(C)cc(C=C3C(=O)NC(=S)NC3=O)c2C)sc2c1CCCC2	22µM*	-13%	14µM*	0.6	-18	-0.3	-4	-2	?
FC(F)(F)c1ccc(CN2CCNCC2)cc1	13%[57.1 µM]	10%	0%	0.2	-6	0.0	-5	-5	-20%
C=CCN1CC[C@]23c4c5ccc(O)c4O[C@H]2/C(=N/NC(=O)c2ccccc2)CC[C@@]3(O)[C@H]1C5	?	7%[57.1 µM]	8%	nt	-3&-5	nt	nt	nt	?
C=C1C(=O)OC2C1CCC(C)C1(O)C=CC(=O)C21C (stereo unspecified)	?	4%	-3%	nt	-6	nt	nt	nt	-11%
CC1N=C(c2ccccc2Cl)c2cc(Br)ccc2NC1=O (stereo unspecified)	-9%[57.1 µM]	-6%[57.1 µM]	-1%	-0.1	-6	-0.1	11	-3	-2%
Cc1ccc(CN2CCCN(Cc3ccccc3C)S2(=O)=O)cc1	11%	1%	0%	1.1	-17	-0.3	-1	10	-14%
COc1cc2c(c(OC)c1)C(=O)OC(C)CCCC(=O)CCCCC2 (stereo unspecified)	13%[57.1 µM]	6%[57.1 µM]	-7%	-0.9	1	-2.9	-2	8	-20%
COP(=O)(Cc1ccc(C#N)o1)OC	-1%[57.1 µM]	4%[57.1 µM]	1%	0.7	1	0.4	-8	3	-6%
COc1ccc(OC)c(C2=NOC(C(=O)N3CCC4(CC3)OCCO4)C2)c1 (stereo unspecified)	4%	-2%	2%	0.5	-16	0.9	-6	13	-1%
C[N+]12CCC(CC1)C(C(O)(c1cccc(Cl)c1)c1cccc(Cl)c1)C2 (stereo unspecified)	15%	2%	-3%	0.1	3	0.9	-2	-2	-17%
Cc1ccn2nc(S(=O)(=O)Nc3c(F)cccc3F)nc2n1	12%	4%	0%	0.1	-5	-0.2	-4	8	-3%
CC(=O)NS(=O)(=O)c1ccc(NC(=O)c2cccn(Cc3ccc(Cl)cc3)c2=O)cc1	7%[57.1 µM]	0%[57.1 µM]	-4%	0.4	1	1.0	nt	-2	-26%
CC(C)CNc1c2c(nc3ccccc13)CCC2	21%[57.1 µM]	15%[57.1 µM]	20%	0.7	0	-1.0	-6	6	-36%
Cc1ccc(N2C(=O)/C(=C/c3ccc(CN(CCC#N)S(C)(=O)=O)o3)C(=O)NC2=S)cc1C	nt	nt	nt	1.4	nt	-0.1	-3	11	nt
CCCCCSc1cc(OC)c(CCNC)cc1OC	5%[57.1 µM]	-7%	2%	0.1	-2	nt	nt	-3	-11%
Cc1c(CC(=O)N2C[C@H]3C[C@@H](C2)c2cccc(=O)n2C3)c(=O)oc2c(C)c(O)ccc12	73%[activator][57.1 µM]	253%[activator][57.1 µM]	-8%	0.0	-2	0.2	-9	-2	-17%
O=C(CN1CCCC1=O)Nc1ccccc1	1%[57.1 µM]	6%[57.1 µM]	3%	0.4	0	1.6	-8	1	0%
Cc1cccc(-n2c(O)c(C=Nc3ccc(S(N)(=O)=O)cc3)c(=O)[nH]c2=O)c1	14%	4%	9%	0.2	-9	1.5	-7	-6	-7%

This is a subset; the hit share may differ from the screen's.
